# GSIS activator: primary screen for activators of insulin secretion dependent on glucose, INS-1E cells, GLuc reporter luminescence. INS-1E GLuc reporter insulin secretion, 2-3 h. activation, % at 16.6 µM. 370,000 compounds, 0.61% hits;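 active = lowest replicate activation of at least 40%, so every replicate reaches that level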;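 also: 0% = median of neutral control wells and 100% = median of IBMX positive control wells; some compounds called inactive have numbers as strong as hits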
# EWS-Fli inh: inhibitors of EWS/Fli oncoprotein transcriptional activity; A673 NR0B1-luciferase reporter, viability-normalised; inhibition, % at 12.6 µM; 350,000 compounds, 0.67% hits;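 active = mean inhibition of at least 50% after viability correction, with every replicate also passing that limit; inconclusive = mean reaches 50% but only one of two replicates passes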;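 also: firefly luciferase signal divided by Alamar Blue viability fluorescence both relative to DMSO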
# DENV2 CPE rescue: DENV2-induced cell death inhibition | CPE inhibition, % at 9.99 µM | AID 651640 | DENV2-infected cells, cytopathic effect rescue, plate reader | 350,000 compounds, 1.7% hits; in the data active = CPE inhibition above about 20%, passing the limit was not always enough; inconclusive = no clear call, values can overlap the other calls; tested in BHK-21 cells;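 also: 0% = median of neutral control wells and 100% = median of positive control wells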
# PAX8 reporter: PAX8 transcriptional activity inhibition | 360,000 compounds, 1.2% hits | RMG-I TPO-luciferase reporter, SteadyGlo, 24 h | inhibition, % at 12.6 µM;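 active = mean replicate inhibition at least 60% with every replicate also reaching 60%; inconclusive = only one of the two criteria is met; inactive = mean below 60% and not all replicates reaching 60%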;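 also: luciferase light reporting Pax8 driven TPO promoter activity; plate controls were median of neutral control wells for no effect and mitoxantrone controls for full effect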
# FN deposition inh: fibronectin deposition inhibition | AH1F fibroblasts, Alexa488-fibronectin deposition fluorescence, overnight | inhibition, % at 12.6 µM | 350,000 compounds, 0.086% hits | AID 743247;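 active = mean inhibition across replicates of 30% or more, regardless of how many single replicates reach that level; inconclusive = mean under 30% yet at least half of replicates reach 30%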;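 also: positive control wells lacked labelled fibronectin entirely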
#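 Assay system: AH1F fibroblasts / Quantity: 10000 cells per well / Medium: DMEM plus 2% serum, read in PBS / Reagent: labelled fibronectin 24 nM / Dosing: single dose, pinned / Times: 1 h cell attachment, overnight exposure to compound and label / Signal: fluorescence, ex 485 nm, em 525 nm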
# F508del corr: correctors of CFTR F508del function in bronchial epithelial cells | CFBE cells, YFP halide quenching; stimulated with forskolin plus potentiator P3; % fluorescence drop versus neutral controls | activity (quench increase), % at 7.58 µM | 350,000 compounds, 0.36% hits;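 active = mean added fluorescence quench of at least 8% versus neutral control, with both replicates also reaching 8%; inconclusive = only one of the mean or replicate conditions met; inactive = mean below 8% and not both replicates reaching 8%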;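 also: cells transiently co-express mutant CFTR-F508del with the halide-sensitive YFP; corrector assay measuring rescue of mutant channel to the surface after 24 h compound exposure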
# miR122 inh: miR-122 inhibition in Huh7 cells | Huh7 miR-122 Renilla luciferase sensor, 48 h; neutral wells = 0, positive control = 100 | activation (reporter increase), % at 12.5 µM | 340,000 compounds, 0.3% hits;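 active = mean replicate activation score at least 90 and every replicate individually at or above 90; inconclusive = only one of the two criteria met; inactive = neither criterion met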;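 also: higher luciferase means less miR-122 activity so hits act as miR-122 inhibitors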
# Numbers without * were called inactive; ? = inconclusive; . = not tested or not shown; [ ] = another dose, or the depositor's remark.
SMILES,GSIS activator,EWS-Fli inh,DENV2 CPE rescue,PAX8 reporter,FN deposition inh,F508del corr,miR122 inh
NC(CCc1ccccc1)c1csc(NC(=O)Nc2ccccc2Oc2ccccc2)n1 (stereo not drawn),-6.0,30.7,-9.6,16.4,-12.7,4.1,.
O=C(Nc1ccc2oc(=O)ccc2c1)c1ccc(-c2ccc(Cl)cc2)o1,28.5,.,.,2.3,0.6,.,.
CC(C)NC(=O)N(C)C[C@@H]1OCCCC[C@H](C)Oc2ccc(NS(=O)(=O)c3cn(C)cn3)cc2C(=O)N([C@@H](C)CO)C[C@@H]1C,15.1,-5.0,5.9,-5.4,-25.9,0.8,1.3[16.7 µM]
C=CCN(CC=C)S(=O)(=O)c1ccc(F)cc1,-1.6,.,.,.,-2.9,.,-5.0
O=C(CCN1C(=O)c2ccccc2S1(=O)=O)N1CCN(c2ccccc2F)CC1,-4.1,3.9,?,4.1,-10.5,0.3,-2.9
Cc1ccn2cc(CC(=O)O)nc2c1,0.1,6.5,-2.2,0.0,1.7,1.7,2.7
O=C(COC(=O)c1ccc(Cl)cc1)NCC1CCCCC1,.,-8.2,-19.2,3.6,-12.6,0.5,-10.1
CCOc1ccccc1Nc1nc(-c2sc(NC(=O)c3ccco3)nc2C)cs1,2.2,5.5,.,43.4,7.7,-1.4,26.9
O=C(Nc1ccc(F)cc1)c1oc2ccccc2c1NC(=O)C1CC1,7.6,-12.9,9.2,-14.3,1.2,2.0,10.9
CSc1ncccc1C(=O)OCCCC(=O)c1ccc(F)cc1,2.7,-9.2,11.0,-18.4,-2.8,0.1,.
CO[C@@H]1CN(C)C(=O)c2ccc(NC(C)=O)cc2OC[C@@H](C)N(C(=O)c2ccccc2)C[C@@H]1C,0.5,-6.0,-15.3,.,-7.7,0.7,.
COc1ccc(CNC(=O)C(C)N2C(=O)NC(c3ccccc3)(c3ccccc3)C2=O)cc1 (stereo not drawn),-54.4,-1.7,2.8,11.8,4.1,5.4,-3.1
CCc1cc(=O)[nH]c(SCC(=O)NCc2ccc3c(c2)OCO3)n1,-0.2,-2.9,-5.7,-22.2,18.5,1.5,-4.1
CO[C@H]1CC[C@@H]2CCOc3ccc(C#N)cc3C(=O)N(C)C[C@@H](OC)[C@@H](C)C(=O)N(C)C[C@@H]1O2,-3.7,3.1,-0.1,-3.0,-3.2,.,.
COc1ccc(C(=O)C=Cc2ccc3c(c2)OCO3)cc1OC,-18.2,-4.6,0.6,-13.7,5.3,2.0,.
COC(=O)c1cc2ccsc2n1Cc1ccccc1F,.,-1.5,112.6*,29.9,-0.3,1.0,1.3
NC(=O)C1CN(C(=O)c2nn(Cc3ccccc3)c(=O)c3ccccc23)c2ccccc2O1 (stereo not drawn),0.7,8.8,6.3,22.2,6.2,-0.3,1.4
CC(=O)N(C[C@H]1N[C@H](CO)[C@@H]1c1ccc(-c2ccc(F)cc2)cc1)C(C)C,-5.8,-1.7,-10.9,-0.7,7.1,3.2,6.2[16.7 µM]
O=C(C[C@@H]1C[C@@H]2c3cc(NC(=O)C4CCC4)ccc3O[C@@H]2[C@H](CO)O1)NCc1ccc(-c2ccccc2)cc1,3.1,-2.7,-3.2,-20.7,-15.9,-3.1,-1.4[16.7 µM]
COc1ccc(NC(=O)C(c2cccc3ccccc23)n2c(=O)c(-c3ccco3)nc3ccccc32)cc1 (stereo not drawn),-16.0,3.0,-13.4,14.4,4.8,-1.6,.
COc1ccc(Cl)cc1-c1n[nH]c(=S)n1C1CCCCC1,.,.,.,20.8,12.2,.,77.5
Cc1cc(C(=O)NCC2CCCO2)sc1C (stereo not drawn),11.5,-12.7,?,-38.0,-2.4,-3.1,.
CN(C)C(=O)C[C@H]1CC[C@H]2[C@@H](COc3ccc(NC(=O)C4CCOCC4)cc3C(=O)N2C)O1,3.5,-0.4,12.4,-12.4,3.5,-1.8,-1.9[16.7 µM]
c1ccc2c(CN3CCSCC3)cccc2c1,4.5,-6.1,2.1,14.0,-15.0,-3.4,1.8
O=C(NC1CCCCC1)N1CCC(c2nc3ccc(Cl)cc3[nH]2)CC1,-28.2,.,.,.,6.2,.,6.9
O=C1c2[nH]nc(-c3ccccc3O)c2C(c2ccc(F)cc2)N1Cc1ccco1 (stereo not drawn),.,.,.,18.2,-8.1,.,19.8
COc1ccc(C2CC(=O)C=C(NCC3CCCO3)C2)cc1 (stereo not drawn),.,.,.,-11.8,-14.7,.,17.1
CCCNC(=O)C1(C)CCCN(C(=O)c2ccc3sccc3c2)C1 (stereo not drawn),34.3,-2.2,?,2.3,.,-0.8,1.0
C/C(CC(=O)Nc1ccc2c(c1)OCCO2)=N\NC(=O)COc1cccc(C)c1,-26.0,-2.2,-2.7,-9.8,6.7,1.5,11.8
Cc1noc(C)c1NC(=O)Nc1cccc2c1O[C@@H](CN(C)C(=O)Nc1ccc(C(F)(F)F)cc1)[C@@H](C)CN([C@@H](C)CO)C2=O,-2.6,18.5,13.1,2.3,4.7,1.2,-7.5[16.7 µM]
Cc1ccc(C)c(/C=C2\N=C(c3ccccc3F)OC2=O)c1,2.6,16.3,-0.5,-0.2,0.3,3.6,-1.9
CC(C)(C)c1cc[n+](CC(=O)Nc2cc(C(F)(F)F)ccc2N2CCOCC2)cc1,10.3,19.1,3.2,2.6,-0.4,5.2,.
CCOc1ccc(S(=O)(=O)NCCC(=O)Nc2cccc(C(=O)OC)c2)cc1,-12.9,-32.7,-7.2,-3.7,-2.1,-1.0,19.3
O=C(c1ccc2oc(CCCc3ccccc3)nc2c1)N1CCCCC1CO (stereo not drawn),-12.9,-94.2,-1.5,-113.1,0.5,4.1,2.9
Cc1sc2nc(SCC(=O)c3cc(C)n(CC4CCCO4)c3C)n(C(C)C)c(=O)c2c1C (stereo not drawn),.,.,.,12.2,3.1,.,-2.6
Cc1ccc(S(=O)(=O)CC2CSc3nc(N)cc(=O)n32)cc1 (stereo not drawn),13.2,.,.,.,-15.1,.,0.3
CCc1nnc(NC(=O)CSc2nnc(CNc3ccc(OC)cc3)n2C)s1,0.6,6.7,-1.4,-9.0,-5.8,-1.5,-13.2
Cc1ccc(N(CC(=O)NCc2ccc(F)cc2)C(=O)c2ccco2)cc1C,-0.3,-1.3,0.9,15.8,4.5,-1.2,-4.4
COc1cccc(C(C)(O)c2nc(-c3cccc(C(=O)O)c3)cs2)c1 (stereo not drawn),16.6,0.6,8.8,-6.3,.,2.7,5.3
CCn1c(=O)cc(SCC(=O)Nc2ccc(Cl)cc2)c2ccccc21,.,.,.,0.2,-0.3,.,8.0
CCC(=O)Nc1ccc2c(c1)C(=O)N(C)C[C@H](OC)[C@@H](C)CN(C(=O)NC(C)C)[C@@H](C)CO2,-2.1,-4.4,1.0,.,-20.2,-1.7,4.2[16.7 µM]
C[C@H]1CN([C@@H](C)CO)C(=O)c2cccc(NC(=O)C3CCOCC3)c2O[C@@H]1CN(C)S(=O)(=O)c1cn(C)cn1,-5.5,-9.0,0.6,.,2.4,-3.0,29.9[16.7 µM]
Cn1c(-c2ccccc2)c(C=O)c2ccccc21,.,-3.0,8.0,6.6,0.9,1.1,.
Cc1cc(-c2nnnn2-c2cc(Cl)cc(Cl)c2)no1,-7.3,-1.6,-1.7,-7.9,-4.6,3.0,1.1
Cc1c(C(=O)NNC(=O)Nc2ccc([N+](=O)[O-])cc2)oc2ccccc12,0.4,-0.5,10.2,2.8,-1.7,4.6,-4.4
CCOC(=O)N[C@H](C(=O)N1CCC[C@H]1C(=O)NC1CCCC1)C1CCCCC1,-3.8,-3.5,3.0,-14.3,-4.5,-3.4,.
Cc1cccc(C)c1NC(=O)CNC(=O)CCNC(=O)c1ccco1,14.6,4.3,5.3,-10.4,7.5,-4.5,.
Cc1ccc(-c2cnc3c(c2)C(=O)N([C@@H](C)CO)C[C@H](C)[C@@H](CN(C)CC2CCOCC2)O3)cc1,8.5,-10.7,-3.6,.,.,0.8,-4.5[16.7 µM]
CCCCNC(=O)COc1ccccc1[N+](=O)[O-],20.2,.,.,-13.9,2.9,.,0.2
CN(C)c1cccc(C(=O)NNC(=O)C23CC4CC(CC(C4)C2)C3)c1,-22.9,-69.1,-4.0,-73.3,9.4,-1.7,-3.8
Cc1cc(C)cc(NC(=O)c2ccc3nc[nH]c3c2)c1,38.8,-28.7,2.2,-50.4,3.4,-2.3,1.3
CC(C)NC(=O)Nc1cccc2c1O[C@@H](CN(C)Cc1ccc(Oc3ccccc3)cc1)[C@@H](C)CN([C@@H](C)CO)C2=O,-10.8,2.7,5.1,10.9,.,1.8,-1.5[16.7 µM]
Cc1cccnc1NC(=O)c1cccc(S(=O)(=O)N2CCCc3ccccc32)c1,-1.3,-2.2,-9.6,9.3,.,3.2,10.4
Cc1cc(=O)[nH]c(SCC2COC3(CCCCC3)O2)n1 (stereo not drawn),.,.,.,-11.8,2.8,.,-0.6
COc1ccc(C(=O)c2oc3ccc(OC)cc3c2NC(C)=O)cc1,12.8,-7.5,.,-6.1,1.2,0.9,.
Cc1nn(CC(=O)N2CCc3ccccc32)c(C)c1S(=O)(=O)NC(C)(C)C,.,10.7,-0.3,13.9,1.0,-3.0,.
COC(CN(C)C(=O)c1ccc2c(c1)NC(=O)c1ccccc1S2)OC,51.2,13.0,5.2,9.9,.,3.6,5.9
CN(C)CCCn1cnc2c1c(=O)[nH]c(=O)n2Cc1ccccc1,5.5,-0.5,2.4,-5.4,7.3,4.9,.
CC1CCC2(CC1)Nc1ccccc1C(=O)N2c1ccccc1 (stereo not drawn),.,.,.,-103.6,-8.0,.,3.1
Cc1ccnc(NC(=O)CC(c2ccccc2)c2ccccc2)n1,3.0,-13.2,-4.9,10.8,1.0,-0.1,9.1

# The listing continues:
SMILES,GSIS activator,EWS-Fli inh,DENV2 CPE rescue,PAX8 reporter,FN deposition inh,F508del corr,miR122 inh
O=C(Cn1nnc(-c2cccs2)n1)NCc1cccs1,-14.3,-2.4,-0.2,-4.8,-4.2,-1.8,.
CCC(=O)N1[C@@H]2c3ccc(C4=CCCCC4)c(=O)n3C[C@@H]2[C@@H](CO)[C@@H]1C(=O)NC1CCC1,16.2,-2.8,0.9,.,.,-2.1,-8.7[16.7 µM]
CCCc1nc2sc3c(c2c(=O)n1NC(=O)c1ccco1)CC(C)(C)OC3,6.1,-3.6,.,-28.6,-4.3,1.9,3.5
O=C(CSc1nnc(NC(=O)C2CC2)s1)NCc1ccc(F)cc1,8.6,-2.0,-7.6,.,1.0,0.0,-0.4
O=C(Nc1cccc(OC(F)(F)F)c1)[C@@H]1O[C@H](CO)[C@H](O)[C@H](O)[C@H]1O,1.4,-8.1,13.5,20.5,2.4,-0.6,-6.4
C[C@H](CO)N1C[C@H](C)[C@@H](CN(C)Cc2ccc(C(F)(F)F)cc2)Oc2ccc(NS(=O)(=O)c3ccc(F)cc3)cc2C1=O,-23.5,8.3,7.4,20.3,26.5,0.9,-2.2[16.7 µM]
O=C(CSc1nnnn1-c1ccc(Cl)cc1)N1CCc2ccccc2C1,-6.7,.,.,.,-1.0,.,2.3

# Four entries already listed, ordered by heavy-atom count, largest number first.
SMILES,GSIS activator,EWS-Fli inh,DENV2 CPE rescue,PAX8 reporter,FN deposition inh,F508del corr,miR122 inh
CCC(=O)N1[C@@H]2c3ccc(C4=CCCCC4)c(=O)n3C[C@@H]2[C@@H](CO)[C@@H]1C(=O)NC1CCC1,16.2,-2.8,0.9,.,.,-2.1,-8.7[16.7 µM]
O=C(CSc1nnnn1-c1ccc(Cl)cc1)N1CCc2ccccc2C1,-6.7,.,.,.,-1.0,.,2.3
O=C(Nc1cccc(OC(F)(F)F)c1)[C@@H]1O[C@H](CO)[C@H](O)[C@H](O)[C@H]1O,1.4,-8.1,13.5,20.5,2.4,-0.6,-6.4
O=C(CSc1nnc(NC(=O)C2CC2)s1)NCc1ccc(F)cc1,8.6,-2.0,-7.6,.,1.0,0.0,-0.4

# Screening data as filed in PubChem BioAssay.
